# High-throughput results (PubChem BioAssay)
# mABHD4 FP: ABHD4 (mouse) inhibition, primary FP screen; Q8VD66; purified mABHD4, FP-Rh probe fluorescence polarization; inhibition, % at 8.92 µM; 0.54% of 370,000 active; AID 720543;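 active = inhibition exceeding the mean over every tested compound plus 3 SD, cut at about 30% in these data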;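 note: 0% = plate median of compound wells and 100% = S159A mutant with DMSO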
#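 Assay system: Wild-type mouse ABHD4 protein | Medium: HEPES pH 7.0 buffer, 150 mM NaCl, 0.01% Pluronic F-127 | Incubation: Enzyme–compound pre-incubation 45 min, then probe 60 min, both 25 °C | Technique: Fluorescence polarization with parallel and perpendicular emission, 525/598 nm | Evaluation: % inhibition of FP-Rh probe binding versus controls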
# NR1D1 modulator: modulates human Rev-erb alpha binding to DNA | Rev-erbα–FITC-DNA binding, fluorescence polarization, 90 min | activity, % at 10 µM | P20393 | 0.79% of 370,000 active | AID 1259318;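 active = activity above about 14%, limit read from the data; passing the limit was not always enough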;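 note: 0% = DMSO wells with 35 nM protein and 100% = DMSO wells with 750 nM protein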
# UHRF1 binding: blocks human UHRF1 binding to methylated DNA; Q96T88; UHRF1 binding to methylated oligo, TR-FRET; inhibition, % at 4.4 µM; 0.75% of 370,000 active; in the data active = inhibition above about 21%;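 note: UHRF1 SRA domain binding a hemimethylated CpG hairpin DNA probe; 0% = median of test compound wells and 100% = reference inhibitor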
# MBD2 inh: MBD2-methylated oligo binding inhibition. 0.31% of 370,000 active. inhibition, % at 4.4 µM. Q9UBB5. TR-FRET, MBD2 binding to methylated oligonucleotide; in the data active = inhibition above about 13%
# Target sequence (Q9UBB5 whole entry, looked up): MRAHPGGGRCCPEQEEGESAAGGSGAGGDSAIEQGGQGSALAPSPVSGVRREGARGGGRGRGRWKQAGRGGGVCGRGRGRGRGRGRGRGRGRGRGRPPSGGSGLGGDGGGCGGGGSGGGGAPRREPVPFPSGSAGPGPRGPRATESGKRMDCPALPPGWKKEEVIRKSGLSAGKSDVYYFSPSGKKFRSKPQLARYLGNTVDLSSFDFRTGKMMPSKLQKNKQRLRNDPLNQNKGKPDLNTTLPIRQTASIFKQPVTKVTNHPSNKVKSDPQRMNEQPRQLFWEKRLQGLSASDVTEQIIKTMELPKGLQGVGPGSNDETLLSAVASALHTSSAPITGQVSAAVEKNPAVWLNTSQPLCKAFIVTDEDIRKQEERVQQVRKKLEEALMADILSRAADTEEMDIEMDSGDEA
# rCAG RNA binder: binds r(CAG) RNA repeats | inhibition, % at 3 µM | AID 651821 | 1.3% of 370,000 active | r(CAG) RNA repeat, TO-PRO-1 dye displacement fluorescence;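 active = inhibition above the plate cutoff, the mean of all test compounds on that plate plus 3 SD, cut at about 35% in these data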;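 note: 0% = DMSO alone and 100% = 100 µM mitoxantrone as full dye displacement; higher means more dye released from RNA so lower well fluorescence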
# TCR CD3 inh: blocks the human TCR-CD3 interaction | TAMRA-labeled TCR probe fluorescence, biochemical | inhibition, % at 9.4 µM | 0.37% of 360,000 active; in the data active = inhibition above about 19%;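 note: recombinant mutant TCR 2C K166C tagged with TAMRA read by polarization; 0% = receptor in buffer alone and 100% = receptor with positive control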
# PRMT1 FP inh: PRMT1 (human) inhibition, primary screen; Q99873; recombinant PRMT1, activity-based probe fluorescence polarization; inhibition, % at 2.79 µM; 1.3% of 370,000 active; AID 652257;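 active = inhibition above about 21% made by adding two undisclosed values, limit read from the data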
# PG9 Ab binder: PG9 antibody binding by small molecule | AID 624416 | 0.43% of 360,000 active | inhibition, % at 6.7 µM | TR-FRET gp120-PG9 antibody binding; in the data active = inhibition above about 8.5%
# HTRA1 inh: blocks human HTRA1 serine peptidase; Q92743; recombinant HTRA1, FP-rhodamine activity-based probe, fluorescence polarization; inhibition, % at 5.96 µM; 0.5% of 340,000 active; AID 504803; in the data active = inhibition above about 36%;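 note: 0% = enzyme with DMSO and 100% = wells lacking enzyme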
# Target sequence (Q92743 whole entry, looked up): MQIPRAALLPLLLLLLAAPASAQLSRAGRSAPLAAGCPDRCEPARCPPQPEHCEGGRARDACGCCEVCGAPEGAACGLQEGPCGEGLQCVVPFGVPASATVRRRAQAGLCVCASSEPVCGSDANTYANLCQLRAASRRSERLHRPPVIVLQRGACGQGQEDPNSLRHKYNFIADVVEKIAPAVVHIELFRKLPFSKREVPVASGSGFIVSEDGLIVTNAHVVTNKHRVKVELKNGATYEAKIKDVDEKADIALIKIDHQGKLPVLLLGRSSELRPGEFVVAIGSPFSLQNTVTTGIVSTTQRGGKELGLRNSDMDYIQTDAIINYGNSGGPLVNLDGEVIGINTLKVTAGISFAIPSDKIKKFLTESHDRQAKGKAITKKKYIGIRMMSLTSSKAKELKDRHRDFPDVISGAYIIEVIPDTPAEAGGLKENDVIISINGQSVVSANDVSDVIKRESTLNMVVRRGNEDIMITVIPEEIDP
# LEDGF integ inh: blocks HIV-1 LEDGF/p75-dependent DNA integration | TR-FRET IN-LEDGF/p75 DNA integration, Eu/Cy5 | inhibition, % at 3.7 µM | 0.64% of 370,000 active;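 active = inhibition above the screen-wide mean plus 3 SD, cut at about 13% in these data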;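 note: signal is the Cy5 over europium emission ratio at 671 and 618 nm; 0% = plate median of compound wells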
# Active calls of the source: *; / = not tested or not shown. An excerpt; rates above refer to the full screens.
SMILES,mABHD4 FP,NR1D1 modulator,UHRF1 binding,MBD2 inh,rCAG RNA binder,TCR CD3 inh,PRMT1 FP inh,PG9 Ab binder,HTRA1 inh,LEDGF integ inh
Cc1ccc(NC(=O)[C@@H]2O[C@H](CO)[C@H](O)[C@H](O)[C@H]2O)cc1C(F)(F)F,-6,0,-1,-1,1,1,-3,-1.2,/,6
O=C(O)/C=C/C(=O)N(Cc1ccccc1)Cc1ccco1,1,2,1,0,3,9,0,0.2,2,0
CC[C@@]1(C(=O)OC)N[C@H](CN(C)S(=O)(=O)c2ccc(-c3ccccc3)cc2)[C@@H]2C(=O)N(Cc3ccccc3)C(=O)[C@@H]21,1,-2,-3,2,3,-1,0,-1.6,-8,-1
Cn1ccnc1Sc1nc2c(c(=O)n(C)c(=O)n2C)n1C,9,-4,0,5,-3,-3,3,0.4,4,-2
CCc1ccc(C2C(=O)c3ccccc3C2=O)cc1,-11,1,2,8,0,-4,5,2.8,-4,6
CC(C)OC(=O)Cn1nnc(-c2ccccc2)n1,1,0,-3,-4,-4,7,-1,-0.2,-9,0
COc1cccc(CNC(=O)C2CCN(S(=O)(=O)c3ccc(C)cc3)CC2)c1,-1,1,-3,-2,1,3,-3,-1.5,-7,1
Nc1nnc(SCC(=O)Nc2ccc(N3CCOCC3)c(Cl)c2)s1,2,1,2,0,-1,-4,1,-1.1,0,-4
COc1cccc(-c2cc(C(=O)Nc3cccnc3)no2)c1,-3,0,-1,-4,-4,5,-3,0.5,-13,1
Cc1cccc2cc(CN(CC3CCCO3)C(=O)NC3CCCCC3)c(=O)[nH]c12 (configuration not stated),-6,1,6,2,-6,-9,-3,0.2,-3,4
CCCSc1nnc2n(C)c(=O)c3c4c(sc3n12)CCC4,-1,2,-4,5,-5,1,1,0.4,2,-2
CCOC(=O)c1c(C)n(-c2ccc(OC)cc2)c2c(C/C(C)=N/O)c(Br)c(OC)c(O)c12,3,1,-1,-5,-2,5,-1,0.6,3,0
CC1=NN(C(=O)c2c(Br)cnn2C)C(O)(C(F)(F)F)C1 (configuration not stated),-4,/,-2,-3,-1,2,0,-3.3,2,-2
CCS(=O)(=O)N1CCN(Cc2c[nH]c3ccccc23)CC1,5,-2,1,-4,1,2,-4,-2.2,2,1
CCN(CC)S(=O)(=O)c1ccc(-c2nnc(SCC(=O)N3c4ccccc4CC3C)o2)cc1 (configuration not stated),-12,-1,6,4,0,-1,3,1.0,1,-1
COc1cc(/C=C/C(=O)O)cc(S(=O)(=O)NCc2ccco2)c1OC,5,-2,-3,-3,5,9,-3,-0.9,4,-2
Cc1ccc2c(c1)N(CCC(=O)NCCCN1CCCC1)C(=O)CO2,-2,-4,-1,1,-1,-7,-1,-2.0,-5,0
c1ccc(-c2noc(C3CCCCC3)n2)nc1,5,-3,-2,1,-5,2,-2,0.0,5,-2
C/C(=N\NC(=O)C(N)=O)c1cccc([N+](=O)[O-])c1,0,1,6,-2,4,-1,-1,-3.7,-4,7
COCCNC(=O)C1(C)CCCN(C(=O)c2ccc3ccccc3c2)C1 (configuration not stated),2,-5,1,0,0,5,1,-1.0,/,2
CC(C(=O)NC1=NCCS1)(C(F)(F)F)C(F)(F)F,-3,3,-4,-6,-1,10,0,0.4,-2,1
Cc1cc(C)n(-c2cccc(C(=O)O)c2)n1,0,-9,0,2,-3,-7,5,1.2,5,-2
Cn1c2ccccc2c2nnc(SCC(N)=O)nc21,-4,12,-2,-1,4,1,-3,0.1,8,-5
CN(C)c1cccc2c(S(=O)(=O)N3CCOCC3)cccc12,3,-3,-1,-1,1,1,2,1.9,3,-3
Nc1cc(=O)[nH]c(SCC(=O)Nc2cc(S(=O)(=O)N3CCCCCC3)ccc2Cl)n1,-9,-8,3,1,15,-3,23*,2.8,-10,-2
O=C(O)Cc1ccc(C(=O)CSc2ccccc2)s1,11,5,2,0,13,-3,8,-1.8,-5,7
CC(C)CC1NC(=O)N(CC(=O)c2ccc3c(c2)OCCO3)C1=O (configuration not stated),3,2,-2,1,-1,-1,2,-0.3,-14,-2
COc1ccc(C(=O)NCc2cn3ccccc3n2)cc1,8,-2,1,0,-1,-3,0,2.2,-1,-3
CCCN1CCC(NC(=S)Nc2ccc(OC)c(OC)c2)CC1,-5,2,0,-5,-3,0,-3,0.3,6,8
Cc1nc2c(C)cccn2c(=O)c1NC(=O)c1ccco1,2,11,1,1,2,1,0,-1.8,2,2
Cc1oc2cc3oc(=O)c(CC(=O)NCCC(=O)O)c(C)c3cc2c1C,-2,1,-1,-3,2,5,-2,0.0,4,2
COc1ccc(C(=O)N/C(=C\c2ccco2)C(=O)OCc2ccco2)cc1,0,-2,3,0,10,-8,15,2.5,-6,9
CC(=O)c1ccc(N2CCN(CC(=O)Nc3cc(C)on3)CC2)cc1,6,5,-1,1,-1,0,3,0.4,1,-3
CCOC(=O)C(Oc1ccc(=O)[nH]n1)C(C)=O (configuration not stated),9,1,0,0,0,-1,1,-0.4,-5,6
CO/C([O-])=N/c1c[n+](-c2ccc(Cl)cc2)no1,9,-4,-2,2,3,4,2,-0.8,4,1
CC1(C)CC(=O)C(C=NCCN2CCN(C(=S)Nc3ccccc3)CC2)=C(O)C1,2,13,0,0,2,4,-2,-1.3,5,-3
Cc1ccc(C)c(S(=O)(=O)N2CCN(C(=O)CNC(=O)c3ccc4ccccc4c3)CC2)c1,-8,7,-1,1,1,7,-1,0.0,-26,-2
COc1ccc(N2CCN(C(=S)NC(=O)c3cccs3)CC2)c([N+](=O)[O-])c1,5,3,-3,3,12,-12,5,0.1,-12,1
Cc1ccsc1CN(C)C(=O)C(NC(=O)c1cccc(S(=O)(=O)N2CCOCC2)c1)C(C)C (configuration not stated),-1,1,-2,-1,1,-6,-1,-1.3,-6,0
CCNC(=O)C1(C)CCCN1C(=O)c1cnc2ccccc2n1 (configuration not stated),5,1,1,-3,0,0,1,-11,/,-4

# Entries above that have a thiophene ring, fused or not:
SMILES,mABHD4 FP,NR1D1 modulator,UHRF1 binding,MBD2 inh,rCAG RNA binder,TCR CD3 inh,PRMT1 FP inh,PG9 Ab binder,HTRA1 inh,LEDGF integ inh
CCCSc1nnc2n(C)c(=O)c3c4c(sc3n12)CCC4,-1,2,-4,5,-5,1,1,0.4,2,-2
O=C(O)Cc1ccc(C(=O)CSc2ccccc2)s1,11,5,2,0,13,-3,8,-1.8,-5,7
COc1ccc(N2CCN(C(=S)NC(=O)c3cccs3)CC2)c([N+](=O)[O-])c1,5,3,-3,3,12,-12,5,0.1,-12,1
Cc1ccsc1CN(C)C(=O)C(NC(=O)c1cccc(S(=O)(=O)N2CCOCC2)c1)C(C)C (configuration not stated),-1,1,-2,-1,1,-6,-1,-1.3,-6,0

# Continuation:
SMILES,mABHD4 FP,NR1D1 modulator,UHRF1 binding,MBD2 inh,rCAG RNA binder,TCR CD3 inh,PRMT1 FP inh,PG9 Ab binder,HTRA1 inh,LEDGF integ inh
CN1CCC(N(C)S(=O)(=O)c2ccc(NC(=O)COc3ccc(F)cc3)cc2)CC1,5,4,0,2,-2,-5,3,1.1,-2,-8
COc1ccc(NC(=O)CSc2nnc(NC(=O)c3ccccc3C(=O)O)s2)cc1,1,1,0,0,10,1,-6,-1.9,5,7
O=C(NCCS(=O)(=O)c1ccc(Br)cc1)c1ccc(Cl)cc1,4,-2,1,1,-3,3,0,-1.6,0,-2
CN(C)S(=O)(=O)c1ccc(-c2csnn2)s1,2,-3,0,0,1,1,-1,-3.0,1,0
COCCN1CCC(CNCc2cn(-c3cc(C)ccc3C)nc2-c2ccccc2)C1 (configuration not stated),4,5,0,-1,-8,3,-3,-0.8,-59,-3
CSc1nc(C)c2c(n1)N(c1ccc(F)cc1)CC2,-5,16,1,3,2,1,-2,10*,0,-1
COc1ccc(CCC(=O)N/N=C/c2ccc3c(c2)OCO3)cc1,-2,-3,-1,5,-4,2,0,-0.5,0,0
Cc1ccc(-c2nc(C(=O)O)cs2)cc1,-1,1,0,-5,0,7,2,0.8,1,1
O=C(Nc1cccc2ccccc12)/C(=C/c1cccc([N+](=O)[O-])c1)NC(=O)c1cccs1,7,-2,-1,2,13,3,-2,-0.7,-8,-2
COc1ccc(OC)c(NC(=O)CCN2CCN(c3ccccc3)CC2)c1,-9,4,3,-4,-3,-3,-2,-2.2,-4,-1
CCOc1ccccc1N1C(=O)CN(Cc2ccc(OC)c(OC)c2)C1=S,-2,-1,-3,3,-3,2,-4,1.1,-3,-2
C=CCn1c(C(C)NC(=O)C(C)(C)C)nc2ccccc21 (configuration not stated),-1,2,-1,5,-3,6,-2,-0.8,0,-2
Cc1cc(C(=O)COc2cccc3cccnc23)c(C)n1C,74*,-1,0,-2,-6,11,20,-0.9,80*,11
COc1ccc(/C=C/C(=O)Nc2ccc(C(N)=O)cc2)cc1OC,-16,1,0,-3,3,-4,0,-1.3,/,5
Cc1noc(C(=O)Nc2ccc3c(c2)OCO3)c1Cl,-1,-5,1,0,0,-1,3,-0.4,0,4
O=C(COc1ccc(-c2nnco2)cc1)NC1CCCc2ccccc21 (configuration not stated),-3,3,2,3,-4,-11,1,2.7,6,1
CCn1nc(C)c(Br)c1-c1nc(-c2ccc(C)cc2)no1,-8,1,-1,-4,-1,8,-1,0.0,/,0
COc1ccc(OC)c(CN2CCN(C(=O)c3cccc(S(=O)(=O)Nc4ccc(C)cc4)c3)CC2)c1,1,-2,-1,-8,-3,8,0,0.3,-12,-3
COc1ccc(CN(C)C(=O)c2ccccc2OCc2c(C)noc2C)cc1OC,-1,0,1,-8,0,2,0,-0.2,4,3
CC(C)Sc1nc2c(c(=O)[nH]1)C(c1cccs1)C1=C(CC(C)(C)CC1=O)N2 (configuration not stated),0,1,-1,-1,9,2,0,-0.4,0,-2
Cc1cc(=O)oc2cc(OCC(=O)OCc3nnc(-c4ccccc4)o3)ccc12,11,8,2,1,-6,-1,0,0.0,-4,2
Cc1cc(C)c(C(=O)Nc2ccccc2)c(CC(C)(C)C(=O)O)c1,3,2,-1,-6,1,7,-1,-0.5,-4,2
COc1cc2c(cc1OC)C1(CCCC1)C(N)=C2C#N,0,9,-4,-1,0,5,7,-11,3,-2
CN(CC(=O)Nc1ccc(Cl)c(C(F)(F)F)c1)C(=O)c1cc(=O)c2ccccc2o1,0,-4,-1,-3,4,-2,3,0.2,-14,1
O=C(O)CC1Sc2nnc(COc3ccc(Cl)cc3)n2N=C1c1ccccc1 (configuration not stated),-8,1,-4,-2,31,-3,-2,-0.6,0,-2
Cc1ccccc1OCC(=O)OC(C)C(=O)NC1CCCC1 (configuration not stated),-3,8,1,-3,2,6,-1,-0.4,2,-1
CCC(=O)Oc1ccc2c(C)c(Cl)c(=O)oc2c1,-1,-10,-5,-4,12,0,1,-1.0,-1,2
CC1CCc2cc(F)ccc2N1C(=O)C12CCC(C)(C(=O)O1)C2(C)C (configuration not stated),0,-1,-2,0,-6,8,1,-0.5,/,1
Cn1c(CN2CCCC2)nc2cc(NS(=O)(=O)c3ccccc3)ccc21,6,-2,3,2,2,4,-2,0.3,1,-1
O=C(CCCn1nnc2ccccc2c1=O)N[C@@H](Cc1ccccc1)C(=O)O,0,3,0,-7,0,5,-4,2.0,3,-1
